Source: PubChem
SRC1 inh = SRC1 coactivator transcriptional activity inhibitors, primary screen, cell-based, luminescence; HEK293 GAL4-SRC1 luciferase reporter; inhibition, % at 3.6 µM; 360,000 compounds, 0.12% hits; AID 588354, 2011;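 active = inhibition above the campaign mean plus 3 SD, with each screening campaign given its own cutoff, cut at about 60% in these data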;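 also: 0% = DMSO treated cells and 100% = gossypol at 36 µM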
NR5A2 inv ag = LRH-1 (NR5A2) inverse agonists, primary screen, cell-based, luminescence, HEK293T, StAR-luciferase reporter; 360,000 compounds, 0.13% hits; Nuclear receptor subfamily 5 group A member 2 (Homo sapiens), O00482; AID 602396, 2012; LRH-1 transfected, 24 h; inhibition, % at 3.6 µM;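 active = inhibition above the mean inhibition of all tested compounds plus 3 SD, cut at about 73% in these data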;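 also: 0% = DMSO wells and 100% = reporter-only cells lacking LRH-1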
NR2F2 inh = NR2F2 transcriptional activity inhibitors, primary screen, cell-based, luciferase reporter, HEK293T, luminescence. COUP transcription factor 2 (Homo sapiens), P24468. HEK293T NGFI-A luciferase reporter. inhibition, % at 8.6 µM. 370,000 compounds, 0.7% hits. AID 686940, 2013;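 active = inhibition above a per-plate cutoff, mean inhibition of test wells between control levels plus 3 SD, cut at about 38% in these data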;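 also: cells cotransfected with COUP-TFII expression vector driving the NGFI-A reporter; 0% = median of COUP-TF2 test wells and 100% = reporter-only cells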
NOD2 RIPK2 PPI = NOD2-RIPK2 binding disruptors in cells, primary screen, fluorescence, CHO cells, BLA complementation; AID 624267, 2012; 360,000 compounds, 0.38% hits; CCF4 ratio; inhibition, % at 4.98 µM; in the data active = inhibition above about 21%;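 also: 0% = vehicle only and 100% = reference blocker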
NCOA2 inhibitor = inhibition of GAL4-SRC2 driven luciferase reporter, primary screen, SRC2 inhibitor project, cell-based, luminescence | Nuclear receptor coactivator 2 (Homo sapiens), Q15596 | HEK293 GAL4-SRC2 luciferase reporter | inhibition, % at 9 µM | 370,000 compounds, 0.17% hits | AID 651957, 2012;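 active = inhibition above the mean inhibition of all tested compounds plus 3 SD, set per campaign, cut at about 52% in these data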;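 also: 0% = DMSO treated cells and 100% = cells given Gossypol at 36 µM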
ABHD5-PLIN5 inh = ABHD5-PLIN5 interaction inhibitors, primary screen, cell lysate, split luciferase complementation, luminescence. Split G. princeps luciferase complementation, 4 h. Perilipin-5 (Homo sapiens) + 1-acylglycerol-3-phosphate O-acyltransferase ABHD5 (Homo …. 360,000 compounds, 0.78% hits. inhibition, % at 4 µM;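 active = inhibition above the mean inhibition across every tested compound plus 3 SD, cut at about 22% in these data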;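 also: 0% = DMSO only wells and the 100% control is not disclosed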
SRC3 inh = SRC3 coactivator transcriptional activity inhibitors, primary screen, cell-based, luminescence. Nuclear receptor coactivator 3 (Homo sapiens), Q9Y6Q9. inhibition, % at 3.6 µM. 360,000 compounds, 0.17% hits. HEK293 GAL4-SRC3 luciferase reporter;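 active = inhibition above a per-campaign cutoff, the mean of all compounds plus 3 SD, cut at about 60% in these data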;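 also: 0% = DMSO-treated cells and 100% = gossypol-treated cells at 36 µM; higher means less SRC3-driven luciferase light from the GAL4 reporter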
TWEAK Fn14 block = inhibitors of TWEAK-Fn14 signaling, primary screen, luciferase reporter cells, uHTS; TWEAK-stimulated Fn14 reporter cells, luciferase luminescence, 8 h; inhibition, % at 10 µM; 360,000 compounds, 2% hits; AID 1159606, 2016; in the data active = inhibition above about 50%
Granule exo inh = LAMP-1 surface exposure blockers, TALL-104 cells – cell-based, flow cytometry, MLPCN library, primary screen | TALL-104 LAMP-1 surface exposure; cells stimulated with thapsigargin and PMA | 360,000 compounds, 0.66% hits | AID 651702, 2012 | inhibition, % at 10 µM;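 active = inhibition above about 55%, limit read from the data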
TLR9-MyD88 inh = inhibitors of TLR9-MyD88 association in cells, primary screen, cell-based, CHO, BLA complementation, fluorescence | CCF4 FRET ratio | Toll-like receptor 9 (Homo sapiens) + Myeloid differentiation primary response protein … | AID 504734, 2011 | 340,000 compounds, 0.21% hits | inhibition, % at 4.98 µM;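 active = inhibition above the mean over all tested compounds plus 3 SD, cut at about 21% in these data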;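 also: 0% = DMSO only wells and 100% = clavulanate BLA inhibitor control wells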
Target sequence (Q99836 whole entry, looked up): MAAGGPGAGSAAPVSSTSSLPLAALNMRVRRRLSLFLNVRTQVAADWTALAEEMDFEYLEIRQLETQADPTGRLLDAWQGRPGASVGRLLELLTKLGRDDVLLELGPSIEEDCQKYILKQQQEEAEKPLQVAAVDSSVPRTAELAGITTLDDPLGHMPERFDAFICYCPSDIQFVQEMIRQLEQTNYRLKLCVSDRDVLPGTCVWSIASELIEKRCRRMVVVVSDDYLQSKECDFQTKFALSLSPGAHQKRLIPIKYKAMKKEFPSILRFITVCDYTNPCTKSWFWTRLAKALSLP
Target sequence (Q9NR96 whole entry, looked up): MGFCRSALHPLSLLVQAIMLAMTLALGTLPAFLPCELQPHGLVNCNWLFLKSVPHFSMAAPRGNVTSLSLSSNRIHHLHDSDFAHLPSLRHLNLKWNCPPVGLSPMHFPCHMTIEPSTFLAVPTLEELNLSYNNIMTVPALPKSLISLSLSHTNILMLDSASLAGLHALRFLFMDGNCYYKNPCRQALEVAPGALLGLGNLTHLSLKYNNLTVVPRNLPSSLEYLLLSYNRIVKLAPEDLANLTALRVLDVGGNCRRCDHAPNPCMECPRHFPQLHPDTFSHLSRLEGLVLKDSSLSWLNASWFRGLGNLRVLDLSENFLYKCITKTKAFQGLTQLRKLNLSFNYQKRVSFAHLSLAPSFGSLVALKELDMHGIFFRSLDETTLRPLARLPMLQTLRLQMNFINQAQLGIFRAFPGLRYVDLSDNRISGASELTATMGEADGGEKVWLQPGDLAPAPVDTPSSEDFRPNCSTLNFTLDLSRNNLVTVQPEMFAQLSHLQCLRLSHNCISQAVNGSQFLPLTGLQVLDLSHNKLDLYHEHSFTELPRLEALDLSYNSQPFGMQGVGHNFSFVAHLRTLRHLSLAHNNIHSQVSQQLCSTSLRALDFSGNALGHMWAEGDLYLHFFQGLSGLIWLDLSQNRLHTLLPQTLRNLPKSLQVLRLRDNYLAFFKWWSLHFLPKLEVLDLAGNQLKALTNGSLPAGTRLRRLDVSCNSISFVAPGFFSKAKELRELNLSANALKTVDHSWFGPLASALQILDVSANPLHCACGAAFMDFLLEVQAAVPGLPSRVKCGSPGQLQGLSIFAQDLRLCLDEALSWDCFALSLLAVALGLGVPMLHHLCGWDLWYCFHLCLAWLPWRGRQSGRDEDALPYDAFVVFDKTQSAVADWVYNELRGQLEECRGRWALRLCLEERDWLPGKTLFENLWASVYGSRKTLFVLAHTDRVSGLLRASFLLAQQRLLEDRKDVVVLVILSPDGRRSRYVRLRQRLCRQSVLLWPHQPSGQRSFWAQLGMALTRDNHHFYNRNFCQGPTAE
TROY signal inh = inhibitors of TROY-driven NF-kB signaling, primary screen, Q293 LMP1-TROYcd cells, NF-kB luciferase, uHTS | AID 1347056, 2019 | Q293 LMP1-TROYcd NF-kB luciferase reporter, 4 h | inhibition, % at 10 µM | 360,000 compounds, 0.98% hits;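 active = compounds whose plate-normalised and pattern-corrected inhibition of the luciferase reporter signal at the single screening dose is 50% or more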
* marks the source's active call; other numbers are inactive results; . = no result given.

SMILES	SRC1 inh	NR5A2 inv ag	NR2F2 inh	NOD2 RIPK2 PPI	NCOA2 inhibitor	ABHD5-PLIN5 inh	SRC3 inh	TWEAK Fn14 block	Granule exo inh	TLR9-MyD88 inh	TROY signal inh
CCOC(=O)C1(Cc2cccc(OC)c2)CCN(C(C)CC(C)(C)O)CC1 (stereo unspecified)	2.6	8.4	-3.6	-2.0	-26.5	-3.7	21.0	-18.3	-3.1	-14.8	-16.4
O=C1N/C(=C/c2ccc(Br)s2)C(=O)N1c1ccccc1	-38.0	-42.1	8.1	-20.5	-11.7	1.5	-14.1	-31.2	1.2	1.8	4.0
CCOC(=O)C1CCN(C(=O)Cn2nc(C)n3c(cc4cc(F)ccc43)c2=O)CC1	-13.6	-5.8	17.1	-14.7	-18.2	0.3	2.8	4.6	-0.7	-9.1	12.3
Cc1ccc(S(=O)(=O)N2CCCCC2)cc1C(=O)N1CCN(CCO)CC1	3.2	-5.0	6.5	-6.9	-14.6	6.3	-0.8	5.0	-10.4	-4.8	-10.5
O=C(CNc1ccccc1)N/N=C/c1c(O)ccc2ccccc12	22.3	-7.5	-17.4	4.8	33.1	-9.4	17.4	-7.7	4.8	-1.8	31.0
O=C(C[C@@H]1C/C=C\CC[C@@H](Cc2ccc(F)cc2)C(=O)OC[C@@H](Cc2ccccc2)NC1=O)NCCO	-12.9	-1.1	-12.5	-1.6	-15.0	10.0	1.2	9.6	-5.3	-10.4	-10.9
CCCn1c(N)c(C(=O)CSc2nnc3ccccn23)c(=O)n(C)c1=O	5.3	-5.1	-7.0	-1.6	-26.8	2.4	-18.2	-7.3	1.3	-4.0	-20.0
S=C(NCc1cccnc1)Nc1ccc(Cl)cc1Cl	-11.9	-7.1	8.3	-6.7	1.8	2.4	6.3	-16.1	-3.0	-4.7	-3.9
O=C(Nc1ccccc1N1CCOCC1)c1cccc(NS(=O)(=O)c2ccc(F)c(F)c2)c1	-17.4	1.2	-14.5	-4.9	-20.2	4.4	-0.9	22.1	-2.6	4.5	15.1
O=C(NCc1cn2ccsc2n1)Nc1ccc(Cl)cc1	-37.5	-47.3	-13.8	-16.6	-2.3	-4.1	-19.5	6.3	-4.8	-7.9	-54.5
Cc1ccc(N(C(=O)CNC(=O)c2ccco2)C(C(=O)NC2CCCC2)c2cccnc2)cc1C (stereo unspecified)	2.3	1.2	3.5	-5.1	-24.6	0.8	-8.6	-15.5	-0.7	-13.9	3.3
CCCN1C(=O)/C(=C\c2nc3ccccc3c(=O)[nH]2)c2ccccc21	-6.6	9.1	-5.4	2.2	-12.4	-2.1	1.7	35.7	1.8	7.2	-6.4
CCc1c(C(C)S(=O)(=O)c2ccc(C)cc2)[nH]c(=O)n1-c1ccc(C)cc1 (stereo unspecified)	-15.3	-17.6	2.2	-0.8	6.1	2.7	-3.5	10.3	-1.9	3.0	5.2
COc1ccc(NC(=O)Nc2ccc(C(=O)N3CCOCC3)cc2)cc1OC	-0.5	-10.9	-9.2	-0.6	-6.9	-4.2	-39.6	6.4	0.2	-5.6	-20.1
Cc1ccc(NC(=O)C2CCN(S(=O)(=O)c3c(C)noc3/C=C/N(C)C)CC2)cc1	3.0	-9.0	6.9	0.8	24.1	-1.8	-6.1	7.2	-2.8	4.1	18.9
CC(C)Cc1nnc(NC(=O)CCC(=O)N2CCCCC2)s1	4.5	-8.5	-29.9	-7.3	5.2	6.1	12.8	-21.5	-3.3	-10.4	-1.7
COc1ccc(-c2cc(=O)c(C(=O)c3ccc(C)cc3)n[nH]2)cc1	-16.8	1.6	8.9	-0.3	-37.3	0.5	11.2	-46.7	-0.4	1.3	-14.7
NC(=O)CSc1nnnn1-c1ccccc1Cl	2.6	2.5	-19.3	7.0	-3.9	-2.0	11.4	-1.9	-0.1	5.2	-1.3
Cc1cc(C(=O)NCc2ccc3c(c2)OCO3)ccc1[N+](=O)[O-]	-1.3	-32.3	-8.3	-2.9	12.5	-3.0	-35.9	-14.3	-4.5	7.9	-11.3
COc1ccc(C(=O)NC(=S)NCCc2ccccc2)cc1	-28.0	-20.9	6.1	-4.9	-5.2	-2.1	-19.9	-20.1	1.0	5.2	-60.4
COc1ccccc1N1CCN(C(=O)c2cccc3c(=O)c(C)c(-c4ccccc4)oc23)CC1	11.1	-20.7	0.0	1.8	12.5	5.2	8.6	25.2	18.8	-17.4	-0.6
Cc1noc(C)c1COc1ccc(CC(=O)NCCc2ccccn2)cc1	5.0	1.5	26.5	-6.0	-1.9	-3.2	5.5	37.7	8.5	-3.3	11.3
COc1cc(/C=C(\C#N)C(=O)NC2CCCCC2)ccc1OCc1ccc(C(=O)O)cc1	-16.4	-0.3	-7.6	4.1	-25.9	17.7	-11.4	-29.7	-0.2	0.8	-1.2
NC(=O)c1nsc(C(=O)N(c2ccccc2)C(C(=O)NCC2CCCO2)c2cccs2)c1N (stereo unspecified)	17.2	3.0	-10.9	-8.0	-7.9	7.7	4.8	4.1	-5.8	3.9	-12.6
CSc1ccc(C(=O)NCC(=O)O)cc1[N+](=O)[O-]	-9.5	-11.9	-13.8	7.8	-12.8	3.1	6.6	13.9	-2.9	4.7	3.6

Next records:
SMILES	SRC1 inh	NR5A2 inv ag	NR2F2 inh	NOD2 RIPK2 PPI	NCOA2 inhibitor	ABHD5-PLIN5 inh	SRC3 inh	TWEAK Fn14 block	Granule exo inh	TLR9-MyD88 inh	TROY signal inh
CCn1c(N2CCN(S(=O)(=O)CC)CC2)nc2ccccc21	10.9	13.2	2.9	-0.7	-8.7	1.1	-1.9	1.3	-0.3	8.0	-9.4
CS(=O)(=O)c1ccc(Cl)c(NC(=O)C2CC(=O)N(Cc3ccco3)C2)c1 (stereo unspecified)	3.1	-3.8	3.5	7.8	-13.7	11.2	0.5	5.2	47.4	-7.9	29.2
Cc1cc(O)c(/C=N/Nc2ccccc2Cl)c(=O)o1	-14.7	-7.2	7.5	-8.8	-12.5	-2.5	-14.1	24.8	6.8	2.1	-7.1
N#CCCn1cc(C(=O)O)c(-c2ccc3ccccc3c2)n1	2.4	-21.5	8.6	3.3	-1.8	1.8	0.2	3.3	-3.6	-19.7	-13.0
CCOC(=O)CSc1nc(N)c(C#N)cc1C#N	-47.9	-39.1	-32.9	7.1	-27.3	1.8	-20.7	-15.4	3.7	-5.9	-18.3
Cc1cc(O)c(NC(=S)NC(=O)c2ccc(-c3ccc(Cl)cc3)o2)cc1C	-5.6	-15.9	-3.1	-5.5	8.9	-14.0	-10.6	-23.2	10.9	-2.1	-40.4
COCCN(C(=O)Nc1ccc(F)cc1F)c1nc2ccccc2s1	-46.4	-53.5	5.0	5.3	-22.6	-3.8	-97.7	-7.2	-1.6	-22.1	-7.8
CCNc1nc(N2CCOCC2)nc(N(c2ccccc2)c2ccccc2)n1	6.2	0.8	-4.8	-6.8	-11.0	0.2	3.4	-1.6	-2.7	-4.2	17.0
Cc1cccc(-n2c(SCC(=O)N(C)C3CCS(=O)(=O)C3)nc3ccccc3c2=O)c1C (stereo unspecified)	0.4	13.4	-1.9	-9.9	-2.6	-3.3	9.6	17.9	-1.1	-0.1	-1.1
CC(C)OC(=O)N(C)C[C@@H]1OCc2cn(nn2)CCCC(=O)N([C@H](C)CO)C[C@H]1C	6.2	-5.6	2.1	-0.1	-1.8	6.1	-4.1	4.2	-7.0	-13.9	-2.7
CCOc1ccccc1NC(=S)NC1CC2CCC1C2 (stereo unspecified)	5.8	-0.4	.	-3.1	.	3.0	1.1	-5.4	1.6	1.8	1.2
Cc1ccc(Nc2nnc(SCc3nc4ccccc4c(=O)[nH]3)s2)cc1	-34.6	15.6	-8.8	8.0	-10.3	0.7	-0.9	-11.4	3.9	1.2	-4.9
Cc1cccc(C2=NN(c3ccccc3)[C@H](CO)[C@H]2c2ccc(F)cc2)c1	-9.9	-1.6	-13.6	3.5	20.6	-5.8	-2.5	6.0	-2.9	-12.9	14.8
COc1ccc2c(c1)C=C(CN1CCN(Cc3ccccc3C)C(CCO)C1)CO2 (stereo unspecified)	-0.4	1.8	32.3	-2.1	-13.3	-1.8	6.7	-3.5	9.0	-3.7	12.8
Cc1nc2[nH]onc2c2nccc(=O)c12	18.0	-2.2	-7.7	10.5	22.8	-0.4	21.6	-7.4	-0.9	3.9	20.2
COc1ccc2nc(NN=C(C)c3ccccn3)cc(C)c2c1	-5.8	7.5	-15.2	-1.3	-12.5	2.9	-17.9	26.3	2.7	-5.5	-51.0
CC(C)Nc1nc(NC(N)=S)nc(NC(C)C)n1	-5.8	-6.0	4.0	8.7	7.3	-3.6	16.2	-0.9	1.1	-2.8	-6.2
CC(=O)NC12CC3CC(C1)CC(C(=O)N1CCN(S(=O)(=O)c4cccs4)CC1)(C3)C2	-9.0	13.2	9.4	2.5	15.8	1.3	-5.1	23.7	-2.8	-0.7	15.1
CCOC(=O)N1CCC(NC(=O)C2CCCCN2S(=O)(=O)c2ccc(F)cc2)CC1 (stereo unspecified)	-11.6	3.4	2.3	-6.5	10.2	-3.0	0.9	5.2	0.4	-3.8	-2.7
CC(C)Oc1ccc(C(=O)Nc2ccccc2N2CCCC2)cc1	-30.8	-39.0	5.2	2.8	-29.2	-4.0	-15.4	1.7	0.7	-1.5	36.9
O=C(Nc1cccc2ccccc12)c1cn(-c2ccccc2)nc1-c1cccs1	-3.7	-7.8	.	-0.7	.	-0.1	10.5	-14.5	2.5	-1.6	-29.0
OCCN=C1CCCc2c1[nH]c1ccc(Br)cc21	3.8	-4.6	-13.6	-12.8	10.8	-3.0	18.8	7.4	-5.4	-1.6	5.2
Cc1cccc(C(=O)Nc2cc(OCc3cccc(F)c3)c(Cl)cc2Cl)c1	6.1	8.3	-22.5	2.9	-33.5	-5.5	5.1	-5.3	2.6	-1.8	-58.0
C[C@@H]1O[C@H](C2CCCC2)CC2=C1C(=O)OC(C)(C)O2	.	-12.8	0.7	-7.0	-7.6	-0.3	.	3.1	-7.7	.	-2.0
COc1ccccc1C(=O)NC(=O)CSc1nnc(N)s1	-1.9	-15.4	0.7	9.8	-5.6	-5.0	15.2	3.5	-2.3	6.3	9.4

Only part of the results is shown; rates above refer to the full screens.
